# Assay outcomes deposited in PubChem BioAssay by The Scripps Research Institute Molecular Screening Center.
# OXTR potentiate = potentiators of human oxytocin receptor | P30559 | CHO-OTR cells, Fluo-8 calcium fluorescence, potentiator mode; 0% = oxytocin EC15, 100% = EC100 | activation, % at 3 µM | actives 0.061% (n = 320,000) | AID 2445;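 active = activation above that plate's cutoff, the mean activation of tested compounds plus 3 SD, cut at about 6.6% in these data, passing the limit was not always enough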;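 also: 100% uses oxytocin at 75 nM as the full agonist control; some results filed as inactive read as strong as hits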
#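 Material: CHO-OTR cells, human receptor; compound dosing: single dose, 3.0 µM nominal final compound concentration; schedule: 6 min compound pre-incubation at room temperature, 100 s kinetic read; measured by: kinetic Fluo-8 calcium fluorescence; read-out basis: % activation vs EC15 and EC100 oxytocin; controls: EC15 oxytocin alone as 0%, 75 nM oxytocin as 100%; replicates: singlicate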
# CHO parental Ca = signal in parental CHO cells, OX1R antagonist counter-screen. parental CHO-K1, ATP-induced calcium, Fluo-8 fluorescence. AID 463079. actives 0.63% (n = 330,000). inhibition, % at 5.6 µM;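 active = inhibition above that plate's mean sample inhibition plus 3 SD, cut at about 26% in these data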;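 also: 0% = ATP-challenged DMSO wells and 100% = DMSO wells without ATP; some compounds past the cut are filed as inactive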
#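 Test system: untransfected parental CHO cell line; also added: ATP stimulus; dosing: 5.6 µM, single dose; signal: calcium-sensitive Fluo-8 fluorescence; measure: percent inhibition of ATP-evoked calcium rise, normalized to controls; benchmarks: low control ATP plus DMSO, high control DMSO only; replication: one well per compound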
# M1 ag = activates human CHRM1 receptor | P11229 | CHO-K1 hM1, Fluo-8 calcium fluorescence, agonist mode; 0% DMSO, 100% acetylcholine EC100 | activation, % at 3 µM | actives 0.33% (n = 360,000) | AID 588814;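 active = activation above the run's mean compound activation plus 3 SD, cut at about 16% in these data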;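 also: peak over basal fluorescence ratio within a 140 s kinetic read after compound addition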
# V1R ag counter = counter-screen for oxytocin receptor agonists: human V1a receptor agonists | CHO-V1R cells, Fluo-8 calcium fluorescence, agonist mode; 0% DMSO, 100% 3 nM vasopressin | activation, % at 3 µM | actives 0.25% (n = 320,000) | AID 2797;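 active = activation above the mean activation of all tested compounds plus 3 SD, per screening run, cut at about 20% in these data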;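 also: signal is peak over basal fluorescence ratio across a 100 second FLIPR read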
# Target sequence (P37288 whole entry, looked up): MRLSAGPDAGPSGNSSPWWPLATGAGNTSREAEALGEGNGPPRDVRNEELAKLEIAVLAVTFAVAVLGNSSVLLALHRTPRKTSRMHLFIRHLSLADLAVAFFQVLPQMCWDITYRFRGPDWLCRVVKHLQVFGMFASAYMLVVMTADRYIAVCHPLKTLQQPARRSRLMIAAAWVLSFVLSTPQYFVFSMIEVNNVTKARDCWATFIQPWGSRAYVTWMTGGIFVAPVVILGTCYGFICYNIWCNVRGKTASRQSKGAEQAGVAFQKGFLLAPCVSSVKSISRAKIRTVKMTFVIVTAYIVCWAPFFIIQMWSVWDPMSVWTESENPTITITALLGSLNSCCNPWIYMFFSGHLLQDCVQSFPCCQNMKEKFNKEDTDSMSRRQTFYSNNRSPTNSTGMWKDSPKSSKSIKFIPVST
# CHO-K1 Ca antag = M1 antagonist counterscreen hit in parental CHO-K1 cells | inhibition, % at 3 µM | ATP-induced calcium, Fluo-8 fluorescence | actives 0.6% (n = 360,000) | AID 602250;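 active = inhibition above a per-plate cutoff, the plate's mean sample inhibition plus 3 SD, cut at about 24% in these data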;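 also: 0% = DMSO plus EC80 ATP and 100% = DMSO alone without ATP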
# TAAR1 ag = agonists of human TAAR1; CHO RD-HGA16 TAAR1, Fluo-8 calcium fluorescence; vehicle wells 0%, saturating PEA agonist 100%; activation, % at 3 µM; actives 0.99% (n = 360,000);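 active = activation above the mean activation of all test compounds in the run plus 3 SD, cut at about 38% in these data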
# Target sequence (Q96RJ0 whole entry, looked up): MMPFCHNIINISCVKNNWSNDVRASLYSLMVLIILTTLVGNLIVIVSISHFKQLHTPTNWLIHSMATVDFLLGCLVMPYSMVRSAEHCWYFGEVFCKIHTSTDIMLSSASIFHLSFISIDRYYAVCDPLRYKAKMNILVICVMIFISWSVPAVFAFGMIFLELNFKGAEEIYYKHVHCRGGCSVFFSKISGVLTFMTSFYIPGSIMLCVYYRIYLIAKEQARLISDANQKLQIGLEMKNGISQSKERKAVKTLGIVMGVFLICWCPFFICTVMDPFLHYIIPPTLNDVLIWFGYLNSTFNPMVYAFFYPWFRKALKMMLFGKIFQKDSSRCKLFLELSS
#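 System: CHO RD-HGA16 cells carrying human TAAR1 plus Gα16; Incubation: 17-24 h seeding, 75 min 37 °C dye, 30 min RT; Measured by: Fluo-8 fluorescence, 5 s baseline then 140 s kinetic read; Control set: DMSO and PEA EC100; Replication: single well for each compound.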
# M1 ag parental = nonselective activator or artifact in parental CHO-K1 cells. actives 0.48% (n = 360,000). activation, % at 3 µM. Fluo-8 calcium fluorescence; scaled to maximal ATP response, vehicle zero; in the data active = activation above about 15%;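 also: untransfected CHO-K1 host cells lacking M1 receptor as counterscreen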
# TAAR1 antag = human TAAR1 antagonism. actives 1.5% (n = 360,000). Q96RJ0. CHO RD-HGA16 TAAR1, Fluo-8 calcium fluorescence, antagonist. inhibition, % at 3 µM;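 active = inhibition above a per-plate cutoff, the mean inhibition of test compounds on that plate plus 3 SD, cut at about 49% in these data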;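 also: 0% = DMSO plus EC80 beta-PEA response and 100% = DMSO alone without agonist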
#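 Material: CHO RD-HGA16 cells bearing hTAAR1; compound dosing: one-point dosing, 3 µM nominal final; schedule: dye loading 75 min at 37 °C, then 30 min room temperature; measured by: calcium fluorescence with Fluo-8; control set: vehicle and agonist controls; replication: n of 1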
# M1 PAM parental = M1 PAM counterscreen hit in parental CHO-K1 cells; ATP EC20, Fluo-8 calcium fluorescence; 0% at ATP EC20, 100% at ATP max; activation, % at 3 µM; actives 0.02% (n = 360,000); AID 602247;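 active = activation above the run cutoff, the mean activation of all test compounds plus 3 SD, cut at about 40% in these data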;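 also: peak over basal fluorescence ratio in a 140 s read after ATP addition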
# Active calls of the source: *; . = not tested or not shown.
SMILES,OXTR potentiate,CHO parental Ca,M1 ag,V1R ag counter,CHO-K1 Ca antag,TAAR1 ag,M1 ag parental,TAAR1 antag,M1 PAM parental
O=C(c1ccc(S(=O)(=O)N2CCCCC2)cc1)N(c1ccccn1)C1CCCCC1,-5.1,-34.1,-8.1,-0.6,-14.0,-1.2,0.6,-35.4,25.0
COc1ccc(OC)c(CCNC(=O)CS(=O)(=O)Cc2nc(-c3ccccc3Cl)oc2C)c1,-5.8,-30.9,6.7,12.5,-13.4,4.4,8.8,18.9,-12.0
CCS(=O)(=O)N1CCC(C(=O)Nc2cc(Cl)ccc2O)CC1,-9.9,-1.1,-1.3,0.3,20.1,3.0,0.9,-10.9,-8.7
Cc1ccc(S(=O)(=O)N2CCC(C(=O)Nc3ccccc3N3CCCCC3)CC2)cc1,4.6,-23.2,-3.3,-1.2,-18.1,10.9,-0.1,-5.7,10.8
c1ccc2c(c1)OCC(c1nnc3sc(-c4ccc5c(c4)OCO5)nn13)O2 (configuration not stated),-18.2,-1.0,-1.2,-0.6,3.1,-1.0,-0.2,0.7,0.8
O=C(NCc1ccccn1)c1ccc(Cn2c(=S)[nH]c3ccccc3c2=O)cc1,-17.3,-15.4,1.3,1.4,-8.1,8.0,1.1,19.2,10.9
N=c1c(C(=O)NC2CCCC2)cc2c(=O)n3ccccc3nc2n1CC1CCCO1 (configuration not stated),-4.1,-15.2,-10.5,0.9,-6.3,-1.4,0.5,-8.1,-0.6
O=c1[nH]nc(-c2ccc(F)cc2)cc1Cc1ccc(F)cc1,-2.6,-10.2,0.1,-0.7,-9.1,0.1,0.8,19.0,11.3
Clc1cccc2c1Sc1ccccc1CC2N1CCNCC1 (configuration not stated),-6.9,11.0,-9.3,15.8,6.0,21.0,5.8,22.8,15.2
CC(SC1=NCCN1S(C)(=O)=O)c1ccccc1 (configuration not stated),-2.2,-5.5,-2.2,0.1,-14.4,0.3,0.8,-24.3,10.3
CCn1c(O)c(N=NC2=NC(=O)CS2)c2cc(C)ccc21,-15.8,2.1,-5.0,-0.5,3.4,1.0,-0.2,6.4,-3.3
Cc1cccc(NC(=O)c2cccc(S(=O)(=O)N3CCCC3)c2)n1,-3.0,-17.1,-2.5,0.6,-6.0,0.5,1.0,-6.5,12.8
Cc1c(Br)c(=O)oc2c(C)c(O)ccc12,-7.5,-16.1,-11.2,6.6,-4.4,0.9,1.5,-12.3,-0.3
C=C(C)Cn1c(SCCN2CCOCC2)nc2c1c(=O)[nH]c(=O)n2C,-14.8,-14.7,-2.6,0.8,-12.5,0.6,0.7,0.2,24.0
C=CCn1c(NCc2cc(Cl)ccc2O)nc2ccccc21,-10.5,-9.1,-0.8,4.5,-6.7,5.3,4.5,21.3,7.1
Cc1cccc2sc(NC(=O)C3CSC4(C)CCC(=O)N34)nc12 (configuration not stated),-5.4,-30.0,-3.0,-1.5,-6.3,0.9,1.9,9.3,14.2
Cc1ccc(NC(=O)c2cc(-c3ccco3)on2)cc1C,-5.7,-9.0,-4.2,-0.5,2.5,10.5,1.1,14.2,-2.8
Cc1cc(C)c(C#N)c(=N)o1,4.9,-6.5,-5.7,3.1,-2.6,5.5,0.4,-5.3,9.2
CN(C)c1ccc(C(=O)/C=C/c2cccnc2)cc1,-1.0,-10.2,-4.7,-1.0,-8.6,0.5,0.5,-4.5,15.4
NS(=O)(=O)c1ccc(NC(=O)COC(=O)C2(c3ccccc3F)CCCC2)cc1,-15.1,13.2,0.8,7.3,-4.2,9.7,2.5,22.7,7.1
COc1cc(OC)c2c(c1O)OC(c1ccccc1)CC2=O (configuration not stated),1.0,1.5,1.8,0.5,-5.6,2.2,0.0,-11.3,20.4
Cc1c(NC(=O)c2cccc(NC(=O)C(C)Oc3ccccc3)c2)c(=O)n(-c2ccccc2)n1C (configuration not stated),.,.,-4.2,.,-11.2,-0.2,1.6,1.2,0.5
COc1cc(/C=N/NC(=O)c2ccncc2)ccc1OCC(=O)Nc1cccc([N+](=O)[O-])c1,-10.1,6.4,4.5,1.0,-7.1,2.1,1.2,12.3,1.5
O=c1c2ccccc2nc2n1C(CSCc1ccc(Cl)cc1Cl)CS2 (configuration not stated),-16.9,9.9,-2.0,4.3,4.7,12.6,-0.1,22.1,4.4

# Given with tabs: entries from further up.
mol	OXTR potentiate	CHO parental Ca	M1 ag	V1R ag counter	CHO-K1 Ca antag	TAAR1 ag	M1 ag parental	TAAR1 antag	M1 PAM parental
C=CCn1c(NCc2cc(Cl)ccc2O)nc2ccccc21	-10.5	-9.1	-0.8	4.5	-6.7	5.3	4.5	21.3	7.1
Cc1cccc2sc(NC(=O)C3CSC4(C)CCC(=O)N34)nc12 (configuration not stated)	-5.4	-30.0	-3.0	-1.5	-6.3	0.9	1.9	9.3	14.2
Cc1ccc(NC(=O)c2cc(-c3ccco3)on2)cc1C	-5.7	-9.0	-4.2	-0.5	2.5	10.5	1.1	14.2	-2.8
Cc1cc(C)c(C#N)c(=N)o1	4.9	-6.5	-5.7	3.1	-2.6	5.5	0.4	-5.3	9.2
CN(C)c1ccc(C(=O)/C=C/c2cccnc2)cc1	-1.0	-10.2	-4.7	-1.0	-8.6	0.5	0.5	-4.5	15.4

# New compounds follow.
SMILES,OXTR potentiate,CHO parental Ca,M1 ag,V1R ag counter,CHO-K1 Ca antag,TAAR1 ag,M1 ag parental,TAAR1 antag,M1 PAM parental
COc1cccc(C(=O)Nc2cccnc2)c1,3.6,-6.7,-4.7,0.5,5.7,0.7,0.4,-3.0,11.7
Brc1cccc(OCCCCN2CCCCC2)c1,-6.4,-15.9,-9.8,1.9,-7.3,0.4,0.9,-6.2,19.8
CCOC(OCC)P(=O)(C(C)C)C(C)C,-6.4,7.5,-2.0,0.9,6.9,10.9,0.1,8.0,-1.3
CCCn1c(N)c(N2CCCCC2)c(=O)n(CC(=O)Nc2ccc(C(C)=O)cc2)c1=O,-2.4,-20.5,-3.6,0.5,-14.9,-0.8,-0.3,5.3,11.2
CC(C)(C)NC(=O)NCCc1ccccc1,-7.8,-10.6,-5.0,2.3,-8.1,3.8,0.7,-4.5,7.4
Cn1ccc2c(-c3cccc(C=O)c3)cc3c(c21)C1CCC3O1 (configuration not stated),.,.,-9.0,.,9.3,-1.9,-0.3,-31.0,13.8
COc1ccc(NC2=CC(c3ccc(F)cc3)N(c3ccc(OC)cc3)C2=O)cc1 (configuration not stated),-4.7,-12.7,-1.3,2.4,-5.7,2.4,0.3,1.5,-2.2
Cc1ccccc1NC(=O)Cc1nc(COC(=O)c2cccc([N+](=O)[O-])c2)cs1,-1.8,-19.0,-2.2,7.6,0.4,2.2,1.0,23.6,3.3
Cn1c(SCC(=O)c2ccc3c(c2)OCCO3)nnc1C1CC1,-7.8,-15.4,-3.4,6.6,-4.3,-0.5,0.2,12.2,9.6
C=CCN(C(=O)CNC(=O)c1cccs1)C(C(=O)NC1CCCCC1)c1cccnc1 (configuration not stated),-6.2,-13.3,-5.0,0.9,3.5,-1.6,-0.2,-18.1,-12.5
CCn1c(SCc2ccc(C(=O)Nc3nccs3)cc2)nnc1-c1ccc(N)cc1,-5.0,-27.0,-2.9,0.3,-9.4,13.6,2.3,15.3,13.9
Cc1ccc(S(=O)(=O)N2CCCCC2)cc1NC(=O)c1ccc(Br)o1,-0.4,-23.2,0.4,-0.4,-5.4,1.4,0.3,0.6,-3.0

# 3 structures out of the list, sorted by formula weight, rising:
SMILES,OXTR potentiate,CHO parental Ca,M1 ag,V1R ag counter,CHO-K1 Ca antag,TAAR1 ag,M1 ag parental,TAAR1 antag,M1 PAM parental
CC(C)(C)NC(=O)NCCc1ccccc1,-7.8,-10.6,-5.0,2.3,-8.1,3.8,0.7,-4.5,7.4
Cc1ccc(S(=O)(=O)N2CCCCC2)cc1NC(=O)c1ccc(Br)o1,-0.4,-23.2,0.4,-0.4,-5.4,1.4,0.3,0.6,-3.0
CCCn1c(N)c(N2CCCCC2)c(=O)n(CC(=O)Nc2ccc(C(C)=O)cc2)c1=O,-2.4,-20.5,-3.6,0.5,-14.9,-0.8,-0.3,5.3,11.2

# The list continues.
SMILES,OXTR potentiate,CHO parental Ca,M1 ag,V1R ag counter,CHO-K1 Ca antag,TAAR1 ag,M1 ag parental,TAAR1 antag,M1 PAM parental
COC(=O)c1cc(NS(=O)(=O)c2ccc(N3CCOCC3)c(NC(C)=O)c2)cc(C(=O)OC)c1,-5.9,-6.9,-6.9,-0.3,-3.8,0.4,0.2,16.6,26.5
Cc1ccc(CNC(=O)c2coc(=O)c3ccccc23)o1,-4.1,-10.6,-2.5,-0.1,-11.1,5.3,0.2,-17.6,15.0
COc1ccc(C(=O)NC(C)c2cc(OC)c(OC)cc2Br)cc1 (configuration not stated),-3.2,-11.4,-0.9,2.4,-15.2,12.8,4.0,-5.8,16.5
Cc1occc1-c1nnc(SCc2cc(=O)n3cc(Br)ccc3n2)n1C,2.3,-8.3,.,1.4,.,0.2,.,3.0,.
COc1ccc(NC(=O)CSc2nc3nc(C)cc(C)c3c(=O)[nH]2)cc1,6.2,-16.0,-2.0,23.4*,-9.9,0.7,0.2,-13.1,2.9
